MKP-3 inhibition = MKP-3 phosphatase inhibitors, primary screen, biochemical, rat enzyme, in vitro (AID 425); Dual specificity protein phosphatase 6 (Rattus norvegicus); hit rate 0.17% among 110,000; one-dose inhibition, % at 20 µM; IC50 in µM for titrated hits; recombinant MKP-3 phosphatase activity, fluorescence; higher % means a stronger effect; in the data active = inhibition above about 50%;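 note: plate controls were vehicle for no effect and reference inhibitor for full effect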
Hsp70 inhibitors = Hsp70 inhibitors, probe displacement, primary screen, biochemical, fluorescence polarization (AID 583) | Heat shock 70 kDa protein 1A (Homo sapiens) | Hsp70 fluorescence polarization probe displacement, mP; higher % means a stronger effect | displacement, % at 20 µM; hits with a dose series show IC50 in µM | hit rate 0.06% among 140,000; in the data active = displacement above about 50%;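 note: plate controls were vehicle for no effect and reference ligand for full effect; a part of the inactive calls stands beside numbers as strong as those of hits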
Active calls of the source: *; . = not tested or not shown; & = joins results of further samples. This is a subset; rates above refer to the full screens.

SMILES	MKP-3 inhibition	Hsp70 inhibitors
CCCCC(=O)Nc1ccc2oc(-c3ccncc3)nc2c1	-6%	0.6%
CCOC(=O)C1C(=O)NC(N2CCN(Cc3ccccc3)CC2)=NC1c1ccccc1 (configuration not stated)	.	-1.1%
CCN(CC)C(=O)C1CN(S(=O)(=O)c2ccccc2)CCN1S(=O)(=O)c1ccccc1 (configuration not stated)	-1%	2.1%
O=C(Cc1ccc([N+](=O)[O-])cc1)NNC(=O)c1ccccc1	-2%	0.5%
CC(=O)Nc1ccc(C(=O)Nc2ccc(S(=O)(=O)N3CCCC3)cc2)cc1	-2%	3.3%
O=[N+]([O-])c1cnccc1Nc1ccc(F)cc1	.	2.5%
O=C(NCc1ccccn1)C1CCN(S(=O)(=O)N2CCCC2)CC1	1%	2.8%
CCOC(=O)c1ccc(NC(=O)/C=C/c2ccccc2)cc1	2%	-4.2%
Cc1c(C#N)c(N)c(C(=O)c2ccccc2)n1Cc1ccccc1	-5%	-0.4%
Cn1nc(C(=O)OCC(=O)N2CCc3ccccc32)c2ccccc2c1=O	-7%	0.9%
CCN(CC)C(=O)c1cnn(-c2ccccc2)c1NC(=O)c1ccco1	.	0.9%
Cn1c(SCc2nc(-c3cccs3)no2)nnc1C1CCCCC1	-5%	2.4%
COc1ccc(/C=C2\N=C(SC)SC2=O)cc1OC	.	2.8%
O=C(Nc1ccccc1C(=O)O)c1ccc(N2C(=O)c3cccc([N+](=O)[O-])c3C2=O)cc1	2%	3.9%
CCOC(=O)CSCCOc1ccc(C=C2C(=O)NC(=S)NC2=O)cc1OC	2%	-0.6%
O=C(N/N=C\c1ccccc1C(F)(F)F)c1n[nH]c2c1CCCC2	3%	-3.2%
CCOC(=O)C1=C(C(=O)OCC)SC(=C2C(=S)C(C)(C)N(C(=O)CC)c3ccc(OCC)cc32)S1	0%	-1.6%
CCOC(=O)c1c(NC(=O)CCc2ccccc2)sc(C(=O)Nc2ccccc2OC)c1C	3%	-1.7%
CCOc1ccccc1Nc1nnc(SCc2ccc(C(=O)OC)o2)s1	-10%	-4.1%
COc1ccc(C(=O)CCNc2ccccc2)cc1	-1%	2.9%
COc1cc(-c2csc(C)n2)ccc1O	-5%	-2.1%
O=C(Nc1ccccc1)O/N=C/c1c(F)cccc1Cl	-1%	-2.4%
CCCC(c1nnnn1Cc1cccs1)N1CCN(c2nc3ccccc3s2)CC1 (configuration not stated)	-1%	-2.1%
O=C(/C=C/c1ccccc1Cl)NCCN1CCOCC1	0%	3.4%
COc1ccc(C)cc1NC(=O)C1CCCN(S(=O)(=O)c2cccc3nonc23)C1 (configuration not stated)	-3%	.

One compound at a time, from the list above.
`O=C(NCc1ccccn1)C1CCN(S(=O)(=O)N2CCCC2)CC1` across the screens: MKP-3 inhibition = 1%; Hsp70 inhibitors = 2.8%
`CCOC(=O)c1c(NC(=O)CCc2ccccc2)sc(C(=O)Nc2ccccc2OC)c1C` across the screens: MKP-3 inhibition = 3%; Hsp70 inhibitors = -1.7%

Next records.
SMILES	MKP-3 inhibition	Hsp70 inhibitors
Nn1c(COc2ccccc2)nnc1SCc1cc(=O)[nH]c2ccccc12	-12%	-6.5%
COc1ccccc1N1CCN(C(=O)c2cc([N+](=O)[O-])ccc2Cl)CC1	3%	3.3%
CC(NC(=O)c1cc2nc(-c3ccco3)cc(C(F)(F)F)n2n1)C1CC2CCC1C2 (configuration not stated)	3%	-1.5%
COc1cccc(/C=N/NC(=O)c2ccc(=O)n(C)c2)c1OC	0%	0.7%
O=[N+]([O-])c1cccc(/C=N/N2CCN(c3ccccn3)CC2)c1	4%	0.2%
Cc1[nH]n(-c2ccccc2)c(=O)c1/C=N/Nc1ccccn1	0%	-2.2%
Cc1ccc(Cn2nnnc2CN2CCC(O)(c3ccc(F)cc3)CC2)cc1	-4%	2.9%
CCOc1ccc(-c2cc(C(=O)NN)c3ccccc3n2)cc1	4%	0.9%
CCN(CC)S(=O)(=O)c1cc(C(=O)O)ccc1Cl	-2%	.
O=C(CSc1nc2sc3c(c2c(=O)[nH]1)CCCC3)NCCCn1ccnc1	3%	-3.1%
CC(Oc1ccc(Cl)cc1)C(=O)Nc1ncccn1 (configuration not stated)	-8%	-2.5%
CC(=O)Nc1ccc(S(=O)(=O)N2CCC(NC(C)=O)(c3cccc(F)c3)CC2)cc1	-2%	1.5%
CCOC(=O)c1cccc(P(=O)(C(C)C)C(C)C)c1	2%	-3.0%
CC1(C(=O)Nc2ccccc2Cl)CC2c3ccccc3C1c1ccccc12 (configuration not stated)	-1%	2.9%
COc1ccc(-n2c(Cc3cccn3C)nnc2SCC(=O)Nc2ccccc2OC)cc1	0%	4.0%
O=C(CCCn1c(SCC(=O)c2ccccc2)nc2ccccc2c1=O)NCC1CCCO1 (configuration not stated)	.	-3.0%
CCn1c(=O)cc(N2CCCCC2)[nH]c1=O	6%	-2.9%
COc1ccccc1NC1=C(Cl)C(=O)N(c2ccc(C)cc2C)C1=O	3%	2.1%
CC(=O)c1cccc(NC(=O)/C(=C\c2cccs2)NC(=O)c2cccs2)c1	5%	-4.2%
C=CCCCC(=O)Nc1ccccc1C	-1%	0.2%
Cc1ccc(-c2csc(/C(C#N)=C/c3sccc3C)n2)c(C)c1	3%	-3.7%
CCc1ccc(/C=N/n2cnnc2)cc1	-2%	1.5%
Cc1cc(C)c(C)c(S(=O)(=O)NCc2ccc(C(=O)N3CCCCC3)cc2)c1C	.	-0.7%
Cc1cc(C(=O)CSc2nnnn2-c2ccccc2)c(C)n1CC1CCCO1 (configuration not stated)	-12%	-7.2%
COc1ccc(-n2nc3cc(C)c(NC(=O)c4ccco4)cc3n2)cc1	-2%	-2.4%

Next structures:
SMILES	MKP-3 inhibition	Hsp70 inhibitors
Cn1c(=O)cc2c3c(c(Nc4cccc(Cl)c4)ccc31)C(=O)c1ccccc1-2	23%	16%
Cc1ccc(OCC(=O)Nc2ccc([N+](=O)[O-])cc2)c(C)c1	-2%	3.6%
Cc1cc(-c2ccc(C)o2)c(C#N)c(=S)[nH]1	3%	-2.3%
COc1ccc(S(=O)(=O)N(CCc2ccccc2)CC(=O)NCc2ccc(Cl)cc2)cc1	5%	-0.7%
COc1ccc(NS(=O)(=O)c2ccc(N)cc2)nn1	7%	.
CCC(OC(=O)C(NC(=O)c1ccccc1)c1ccccc1)C(=O)Nc1cc(C)on1 (configuration not stated)	-12%	1.8%
COc1ccccc1C(O)c1cnc(C(C)C)n1C (configuration not stated)	0%	-0.1%
COc1ccc(C2SCC(=O)N2c2c(C)n(C)n(-c3ccccc3)c2=O)cc1 (configuration not stated)	-5%&0%	-0.4%&3.9%
CCCCC1(C)NC(=O)N(CC(=O)Nc2ccc(S(=O)(=O)N3CCOCC3)cc2)C1=O (configuration not stated)	-7%	-0.8%
O=C1C=C(c2ccc(Cl)cc2)OC2(CCCC2)O1	.	4.8%
CCOC(=O)c1cnn(-c2nc(C)cc(C)n2)c1N	-8%	1.2%
C#CCOc1cc(Br)c(/C=C2\C(=O)NC(=O)N(c3ccc(Cl)cc3)C2=O)cc1OC	4%	-5.0%
Cc1ccc(C)c(NCC(=O)Nc2c(C)cccc2C)c1	-2%	-2.9%
CC(=O)NC(C)C12CC3CC(CC(CC(=O)O)(C3)C1)C2 (configuration not stated)	-8%	-5.1%
CC(C)=CC(=O)NCCc1ccccc1	-3%	12%
Cc1cc2c(OCC(O)CNC(C)(C)C)cccc2[nH]1 (configuration not stated)	.	-0.8%
COc1ccc(Cl)cc1NC(=O)C1CCCN(c2cc(C)nc3ncnn23)C1 (configuration not stated)	-12%	2.8%
CCCOC(=O)C1=C(C)NC2=C(C(=O)CCC2)C1c1cc(Br)ccc1OC (configuration not stated)	-4%	1.2%
CCOc1ccc(C(=O)NCCNc2ccc(Cl)cc2[N+](=O)[O-])cc1Br	3%	3.8%
COc1ccc(NC(=O)C2CCCN(Cc3ccccc3)C2)cc1OC1CCCC1 (configuration not stated)	2%	0.5%
COc1ccccc1/C=C1/SC(=S)N(CCC(=O)Nc2nnc(C)s2)C1=O	0%	1.1%
CCOC(=O)C1=C(C)NC(SCC(N)=O)=C(C#N)C1c1cccc([N+](=O)[O-])c1 (configuration not stated)	4%	-2.5%
CCOC(=O)c1sc(C)c2c1NC(C)(c1cccs1)NC2=O (configuration not stated)	-11%	3.6%
COc1ccccc1NS(=O)(=O)c1ccccc1C#N	4%	1.4%
N#CC1=C(N)OC2=C(C(=O)CCC2)C1c1ccccc1 (configuration not stated)	-5%	6.3%

The list goes on.
SMILES	MKP-3 inhibition	Hsp70 inhibitors
COc1ccc(S(=O)(=O)Cc2ccc(C(=O)N3CCCC3)o2)cc1	-7%	-1.2%
CCn1c(=O)cc(SCC(=O)NCc2ccco2)c2ccccc21	-3%	4.2%
Cc1ccc(O)c(NC(=O)c2ccc(Cl)cc2)c1	0%	2.6%
CCOc1ccc(-n2nnc3c(=O)n(CC(=O)N4CCCc5ccccc54)cnc32)cc1	-8%	9.0%
COC(=O)CN(c1ccccc1Cl)S(C)(=O)=O	-2%	-1.5%
C=CCNC(=O)c1cc(OC)c(OC)c(OC)c1	0%	1.5%
Cc1ccc(CCNC(=O)C2CCC(=O)N2C(C)C)cc1 (configuration not stated)	-8%	5.3%
NS(=O)(=O)c1ccc(NC(=O)COc2ccc3ccccc3c2)cc1	4%	-4.0%
CCn1c(C(C)NC(=O)c2ccc(OC)c(OC)c2)nc2ccccc21 (configuration not stated)	4%	2.9%
CCSc1nc2c(c(=O)[nH]1)C(c1cccnc1)C(C(=O)OC(C)C)=C(C)N2 (configuration not stated)	-5%	5.6%
Cc1ccc(-n2nc(C)c3c(=O)oc(C)cc32)cc1	5%	-4.3%
Cc1ccc(OCCCC(=O)Nc2ccc(N3CCOCC3)cc2)c(C)c1	-11%	1.1%
CCOC(=O)C(C)(C)Sc1nc2c(cnn2-c2ccc(Cl)cc2)c(=O)[nH]1	4%	0.0%
COC(=O)CC1C(=O)NCCN1C(=O)Nc1ccccc1 (configuration not stated)	-6%	3.7%
CCOC(=O)C1=C(C)NC(C)=C(C(=O)OCC)C1C(=O)OC1CCOC1=O (configuration not stated)	3%	1.2%
CCOC(=O)c1c(C)oc2cc(Br)c(O)c(Br)c12	-7%	1.7%
COc1ccc2[nH]cc(C(=O)CN3CCC(C)CC3)c2c1	-6%	-2.8%
COC(=O)C(C)n1cnc2c(cnn2-c2ccc(Cl)cc2)c1=O (configuration not stated)	1%	-2.2%
Cc1ccc(CN(C)C(=O)c2ccccc2Oc2ccccc2)o1	-4%	0.5%
CC(C)(C)N1C(=O)NC(=O)C(=Cc2ccc(Br)s2)C1=O	2%	-2.1%
COc1ccccc1-c1cn[nH]c(=S)n1	-4%	-2.9%
CCOc1ccc(NC(=O)c2ccccc2NC(=O)CN(C)CC(=O)Nc2ccc(C)cc2)cc1	.	-4.3%
Cc1ccccc1C(=O)Nn1cnnc1	0%	0.7%
CCN(CC)C(=O)c1sc(NC(=O)c2ccc(C(C)(C)C)cc2)c(C(=O)OC(C)C)c1C	7%	2.4%
Cc1ccc(O)c(C=Nc2c(C)nn(C)c2C)c1	-4%	1.6%

Compounds shown so far that contain an aryl thioether with sulfur outside any ring:
SMILES	MKP-3 inhibition	Hsp70 inhibitors
Cn1c(SCc2nc(-c3cccs3)no2)nnc1C1CCCCC1	-5%	2.4%
CCOc1ccccc1Nc1nnc(SCc2ccc(C(=O)OC)o2)s1	-10%	-4.1%
Nn1c(COc2ccccc2)nnc1SCc1cc(=O)[nH]c2ccccc12	-12%	-6.5%
O=C(CSc1nc2sc3c(c2c(=O)[nH]1)CCCC3)NCCCn1ccnc1	3%	-3.1%
COc1ccc(-n2c(Cc3cccn3C)nnc2SCC(=O)Nc2ccccc2OC)cc1	0%	4.0%
O=C(CCCn1c(SCC(=O)c2ccccc2)nc2ccccc2c1=O)NCC1CCCO1 (configuration not stated)	.	-3.0%
Cc1cc(C(=O)CSc2nnnn2-c2ccccc2)c(C)n1CC1CCCO1 (configuration not stated)	-12%	-7.2%
CCn1c(=O)cc(SCC(=O)NCc2ccco2)c2ccccc21	-3%	4.2%
CCSc1nc2c(c(=O)[nH]1)C(c1cccnc1)C(C(=O)OC(C)C)=C(C)N2 (configuration not stated)	-5%	5.6%
CCOC(=O)C(C)(C)Sc1nc2c(cnn2-c2ccc(Cl)cc2)c(=O)[nH]1	4%	0.0%

Going on with the list:
SMILES	MKP-3 inhibition	Hsp70 inhibitors
COc1cc(NC(=O)c2ccc(C(C)(C)C)cc2)ccc1NC(=O)c1cc2ccccc2o1	2%	-1.9%
Cc1ccc([N+](=O)[O-])cc1NC(=O)CCCOc1ccccc1	0%	-1.3%
Cc1oc(C)c(C(=O)O)c1COc1ccc(C(=O)O)cc1	-7%	-0.6%
CNC(=O)CN(c1ccc(OC)cc1OC)S(C)(=O)=O	-1%	0.7%
Cc1ccc(NC(=S)NCCOc2cccc3ccccc23)c(C)c1	3%	-3.1%
CN1CCN(CCCNC(=O)C2CC(=O)N(C3CCCCC3)C2)CC1 (configuration not stated)	-1%	0.1%
CCc1ccc(OCCNc2cc(NCC(C)O)ccc2[N+](=O)[O-])cc1 (configuration not stated)	2%	2.1%
